Compound activity: PubChem BioAssay, National Center for Advancing Translational Sciences (NCATS)
Pf Dd2 growth = blocks in vitro growth of P. falciparum Dd2. P. falciparum Dd2 growth, SYBR Green, 72 h. Potency, µM (top dose mostly 28.9 µM), for the others: top-dose activity, negative = inhibition, usual class: inhibitors. 120,000 tested, 4.3% active. AID 1347417; active = well fitted inhibition curve with a large enough effect; inconclusive = small, poorly fitted or top-dose-only effect; inactive = no such curve, though single readings can be large or run the other way;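 note: plate controls were DMSO vehicle for no effect and reference drug for full effect; nearly all actives have a fitted effect of over 65% in size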
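Readout: SYBR Green fluorescence, 485 nm excitation, 535 nm emission, after ~16 h lysis at 37C. Before that, Dd2-infected red cells (2.5% hematocrit) grew 72 h with compound, 29 uM top final concentration.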
* marks the source's active call; other numbers are inactive results; i = inactive; ? = inconclusive; [ ] = remark or other dose. Potency is the fitted concentration of half-maximal effect.

Molecule	Pf Dd2 growth
CN(C)c1ccc(CN2CCC3(CC2)CC(=O)c2ccc(Cl)cc2O3)cc1	?
CC(=O)N1CCCc2cc(S(=O)(=O)N3CCCC(C(=O)Nc4ccc(C)c(F)c4)C3)ccc21 (stereo not given)	?
FC(F)(F)Oc1cccc(CN2CCC[C@H]2c2nc(-c3ccc(N4CCOCC4)nc3)no2)c1	-12%
CCc1noc([C@@H]2CC(F)(F)CN2S(=O)(=O)c2cccnc2)n1	25%
O=C(O)C[C@@H]1CCN(C(=O)COc2ccccc2)C[C@@H]1CCN1CCC(n2c(=O)[nH]c3ccccc32)CC1	-13%
CC(O)c1cc2n(n1)CCN(S(=O)(=O)c1ccc3c(c1)NC(=O)CO3)C2 (stereo not given)	-6%
CC1(COc2ccccc2)COc2ccc(C(=O)N3CCOCC3)cc2N1 (stereo not given)	5%[44.1 µM]
O=C(c1ccc2ccccc2n1)N1C[C@@H](CO)[C@H](c2ccccn2)C1	-23%
COc1ccc(CC(=O)N2CCc3cc(OC)c(OC)cc3C2COc2ccc3c(C)cc(=O)oc3c2)cc1OC (stereo not given)	?
COc1ccc(C(=O)N2CCCCCC2c2nnc(-c3ccccc3)o2)cn1 (stereo not given)	-13%
O=C(c1ccc2c(c1)OCO2)N1CCC(N2CCOC2=O)CC1	16%
O=C1C(N2CCN(S(=O)(=O)c3cccc(F)c3)CC2)CCN1Cc1cccnc1 (stereo not given)	28%
COc1ccc(CNC(=O)Cn2cccc2-c2nc(-c3ccc(F)cc3)no2)cc1	47%[activator]
COc1ccc(-n2nc3n(c2=O)CCN([S+](=O)([O-])c2cccc(C(F)(F)F)c2)C3)cc1	25%
C=CCN1CCN(C(=O)c2ccc3c(c2)C(O)CCCCCN3C)CC1 (stereo not given)	i
CCOc1ccc(CNC(=O)C2CCCN(S(=O)(=O)N(CC)c3ccc(OCC)cc3)C2)cc1 (stereo not given)	?
CC1=NOC(C(=O)N2CCCn3nc(C(=O)NCCN(C)C)cc3C2)C1 (stereo not given)	14%
C#CCNC(=O)C1CCc2nnc(CNC(=O)NC(C)C)n21 (stereo not given)	24%
Cc1cnc(CCNC(=O)NC(C)(C)C)n1CC1CC1	i
CC(C)(C)OC(=O)N1CCC(c2c(C(=O)NCc3ccccn3)cnn2-c2ccccc2)CC1	?
CN1c2cc(C(=O)Nc3ccc(C(N)=O)cc3)ccc2C(=O)N2CCCCCC21 (stereo not given)	i
Cc1nccn1CCCC(=O)N[C@@H]1CCOC[C@H]1OCC(=O)O	-23%
CNC(=O)[C@@H]1CN(C(=O)Cc2ccc(OC)c(Cl)c2)C[C@H]1COC	-17%
Cc1ccc(-n2nc3c(N4CCC(C(=O)NCCc5ccccc5)CC4)nnc(C)c3c2C)cc1	6.3µM*
Cc1ccc(C)c(NS(=O)(=O)c2cc3c4c(c2)C(C)C(=O)N4CCC3)c1 (stereo not given)	32%
COc1ccc(CN[C@H]2[C@H](O)[C@H](O)C[C@@H]2c2cccnc2)cc1	-12%[44.1 µM]
COCC(=O)N1CCn2c(nn(-c3ccc([N+](=O)[O-])cc3)c2=O)C1	-1%[44.1 µM]
O=C(N[C@H]1CO[C@H]2[C@@H]1OC[C@@H]2n1nnnc1-c1ccc2c(c1)OCO2)c1ccccc1	-12%[44.1 µM]
CC(C)CCN1CCc2nc(C(C)C)nc(-c3ccc(Cl)cc3)c2CC1	?
Cc1ccc(CNC(=O)C2CCC(CNS(=O)(=O)c3ccc4c(c3)CCCC(=O)N4)CC2)cc1 (stereo not given)	34%[activator]
OCC1(Cc2ccccc2F)CCCN(c2nccc(C(F)(F)F)n2)C1 (stereo not given)	i
O=C(NCC1CC1)c1cnc2n1CCN(CCc1ccccc1)CC2	8%[44.1 µM]
CCNc1cc(N2CCC(CCC(=O)N(CC)CC)CC2)ncn1	-1%
Clc1cccc(-c2cnc([C@@H]3COCCN3C3CCCCC3)[nH]2)c1	11µM*
CCOC(=O)C1CCN(c2nc3c(S(=O)(=O)c4ccccc4)nnn3c3ccsc23)CC1	?
COc1ccc(CC(=O)NCc2ccc3c(c2)CCN3C(=O)c2ccccc2)cc1OC	16%
COc1ccc(-c2cc(N3CCC(NC(=O)c4ccc(F)cc4F)CC3)n[nH]2)cc1	1.3µM*
CCNC(=O)NC[C@H]1O[C@H](Cc2cc(CN3CCOCC3)on2)CC[C@@H]1O	-10%[44.1 µM]
CC(C)(C)CC(=O)NC[C@H]1OC[C@@H](NCc2ccc(C(=O)O)cc2)[C@@H]1O	i
Cc1cnc(C(=O)N2CCC(c3noc(-c4cnccn4)n3)C2)cn1 (stereo not given)	i[5.79 µM]
Cc1cccc2c1nc1n2[C@@H](CNC2CCN(C)CC2)COC1	?
CCOc1ccc(-c2cc(NC(=O)c3cccc(Cl)c3)c(C(=O)OC)s2)cc1	-7%
CC(=O)N1CCc2[nH]cnc2C12CCN(C(=O)c1ccc(=O)[nH]c1)CC2	3%
COc1cccc(CCC(=O)N2CCC(Oc3ccc(-c4noc(C5CC5)n4)cc3)C2)c1 (stereo not given)	-11%[5.79 µM]
COc1ccc(-c2noc([C@@H]3CCCN3C(=O)c3cc(Cl)ccc3OC)n2)cc1	-9%
Cn1nc2n(c1=O)CCC(NS(=O)(=O)c1cccnc1)CC2 (stereo not given)	18%
O=C1Cc2c(-c3ccccc3OCc3ccccc3)n[nH]c2CN1Cc1ccccn1	10µM*
CCC1=C(C(=O)OC)C(c2cccc(OC)c2OC)N2C(CC(=O)NCC3CC3)=CSC2=N1 (stereo not given)	?
CCCCC1CCC(C(=O)N2CC(=O)Nc3ccc(F)cc3C2c2ccc(F)cc2)CC1 (stereo not given)	?
CCC(C(=O)N1CCCn2nc(C(=O)Nc3ccccc3)cc2C1)n1cccn1 (stereo not given)	-14%
Cc1ccc(N2CC(C)Cn3c2nc2c3c(=O)n(CC(=O)O)c(=O)n2C)cc1 (stereo not given)	13%
COc1ccc(-c2nc(C(C)C)nc3c2CCN(C(=O)C(C)(C)C)CC3)cc1	?
O=c1[nH]c(SCc2ccccc2)nc2c1CCCC2	i
O=C(CCC1N=C2c3ccccc3N=C(SCc3ccc(F)cc3)N2C1=O)NCCc1ccccc1 (stereo not given)	i
CCN1c2cc(C(=O)Nc3ccc4c(c3)CCC4)ccc2C(=O)N2CCCCC21 (stereo not given)	?
O=C1c2c(nc(CNc3ccc(F)cc3)n2Cc2ccccc2)NCCN1Cc1ccccc1	-15%

Continuation.
Molecule	Pf Dd2 growth
O=C(Cc1ccccc1F)Nc1ccc2c(c1)CN(C(=O)[C@H]1CCCN1)CC2	?
CCOc1ccc(NC(=O)CC2CCCN(c3cnn(CCOC)c(=O)c3)C2)cc1 (stereo not given)	-14%
COCCNC(=O)c1ccc(-c2ccc(N3CCCCC3)nc2)cc1	i
Cc1cc(C)n(-c2nc3ccccc3nc2Nc2cccc(C(F)(F)F)c2)n1	23%
Cc1noc2c(NC3CCN(C)CC3)cc(-c3ccc(Cl)cc3)nc12	?
Cc1ccc(CCNC(=O)c2cc3c(N4CCSCC4)nc(C)cn3n2)cc1	i
O=C(O)COc1ccc(-c2nccc3c2C(=O)N(Cc2ccccc2)CC(COc2ccc(Cl)cc2)O3)cc1 (stereo not given)	?
CCN(CC)C(=O)N1C[C@@H](Oc2cccnc2)C[C@H]1C(=O)N1CCOCC1	-25%
CC(C)CCN1CC[C@H](c2nnc(-c3cccnc3)o2)C1	i
Cc1ccc(C2Cn3nnc(C(=O)N4CCN(c5cccc(C)c5)CC4)c3CO2)cc1 (stereo not given)	-15%
c1ccc(C(CN2CCCC(N3CCN(c4ccccc4)CC3)C2)c2ccccc2)cc1 (stereo not given)	i
Cc1ccc2nc(C(=O)NCCc3nc(Cc4ccccc4)no3)cn2c1	-16%
CC(C)c1ccc(S(=O)(=O)c2nnn3c2nc(NC2CCCC2)c2sccc23)cc1	-16%
COc1ccc(C(C(=O)O)N2CCCN(c3ccc(F)cc3)CC2)cc1F (stereo not given)	-10%
CCOC(=O)C1=C(CN2CCN(c3cc(C)ccc3C)CC2)NC(=O)NC1c1ccc(Cl)cc1 (stereo not given)	10µM*
CCN(Cc1ccccc1)C(=O)C1CCN(S(=O)(=O)c2ccc3c(c2)CCCN3C(C)=O)CC1	?
CCN(CC)CCNC(=O)c1cn(CC)c2ccc(S(=O)(=O)N3CCOCC3)cc2c1=O	?
O=C1NCCOCCN(C(=O)c2cccs2)[C@@H]2CCCC[C@H]12	11%
CN1CCN(c2ncc(C(=O)O)c(-c3ccccc3)n2)CC1	6%
Cc1ccc(Cl)cc1NC(=O)CN1C(=O)COc2ccc(S(=O)(=O)N3CCCCCC3)cc21	-23%
CCCc1noc(-c2nnn3c2COC(c2ccc(OC)cc2)C3)n1 (stereo not given)	i
COc1ccc(N2Cc3c(ncnc3N3CCC(Cc4ccccc4)CC3)N(C)CC2=O)cc1	?
Cn1c(N2CCN(C(=O)CC[C@H]3NC(=O)c4ccccc4NC3=O)CC2)nc2ccccc21	?
CC(C)n1c(CNC(=O)C2CC(=O)N(C3CCCC3)C2)nc2ccccc21 (stereo not given)	-8%
CCOC(=O)c1sc(N2C(=O)c3oc4ccc(C)cc4c(=O)c3C2c2ccccc2F)nc1C (stereo not given)	3%
O=C1CN=C(c2ccccc2)c2cc(Cl)ccc2N1Cc1ccc(Cl)cc1	8.9µM*
Cc1cccc(C)c1Oc1ncccc1CNC(=O)c1[nH]ncc1Cl	i
COc1cccc(NS(=O)(=O)c2cc3c4c(c2)C(C)C(=O)N4CCC3)c1 (stereo not given)	1%
O=C(NC1CC1)c1nc(-c2ccc(F)cc2)c2ccccn12	?
N#Cc1ccc(CN2CC[C@@H]3OCC(=O)N(CCc4cccnc4)[C@H]3CC2)cc1	3%[44.1 µM]
CCCS(=O)(=O)NC[C@H]1C[C@@H]2CCN1C[C@@H]2c1cc(-c2ccccc2Br)nc(C)n1	i
CNC(=O)COc1ccc(NC(=O)CCn2nc(-c3ccc(C)cc3)c3ccccc3c2=O)cc1	16%

The last 3 compounds of the section above come first, to join the parts.
Molecule	Pf Dd2 growth
N#Cc1ccc(CN2CC[C@@H]3OCC(=O)N(CCc4cccnc4)[C@H]3CC2)cc1	3%[44.1 µM]
CCCS(=O)(=O)NC[C@H]1C[C@@H]2CCN1C[C@@H]2c1cc(-c2ccccc2Br)nc(C)n1	i
CNC(=O)COc1ccc(NC(=O)CCn2nc(-c3ccc(C)cc3)c3ccccc3c2=O)cc1	16%
CCCCN(CC)CCNC(=O)c1cc2c(=O)[nH]c3ccccc3c2n1C	i
COc1cc(NC(=O)CCCSc2nc(-c3ccco3)cc(C(F)(F)F)n2)cc(OC)c1OC	i
CN1C[C@@H](NC(=O)c2ccc(-c3ccccc3)cc2)C[C@H]1c1nc(-c2ccc(Cl)cc2)no1	i
O=C(c1ccncc1F)N1C[C@@H](COCC2CC2)[C@H](c2ccncc2)C1	-7%
O=C(NC1CCN(c2cc(-c3cccs3)[nH]n2)C1)c1ccccc1 (stereo not given)	i
Cc1cc(C(=O)N2C[C@H]3CN(C4CCOCC4)C[C@@]3(C(=O)O)C2)n[nH]1	7%
Cc1ncnc(N2CCN(C(=O)C3CCN(C(=O)C4CC4)CC3)CC2)c1C	5%
CN(C)c1ccc(-c2nc(-c3nnn4c3COC(c3ccccc3Cl)C4)no2)cc1 (stereo not given)	-4%
CCCNC1(Cc2cc(COc3ccccc3)on2)COC1	-1%[44.1 µM]
NC(=O)[C@@H]1C[C@H](Oc2cccnc2)CN1C(=O)c1ccc2ccccc2n1	-13%
Cc1cccc(CNC(=O)CCn2ccc3cc(S(=O)(=O)N4CCCC4)ccc32)c1	-22%
COc1cccc(NC(=O)CNC(=O)Cn2c(C)cc3ccccc3c2=O)c1	25%
Cc1ncsc1CN(C)C1CCc2nn(C)c(=O)n2CC1 (stereo not given)	14%
COc1cccc(NC(=O)c2c(C)nn(-c3cccc(C)c3)c2-n2cccc2)c1	-20%
CCOc1ccc(CCNC(=O)CN2C(=O)c3cccnc3Oc3ccc(C)cc32)cc1OCC	9%
O=C(Nc1ccc2nc(SCC(=O)N3CCOCC3)sc2c1)c1ccc(Br)cc1	?

4 compounds picked at random from those above, as already listed:
Molecule	Pf Dd2 growth
CCOc1ccc(CCNC(=O)CN2C(=O)c3cccnc3Oc3ccc(C)cc32)cc1OCC	9%
Cc1cccc(CNC(=O)CCn2ccc3cc(S(=O)(=O)N4CCCC4)ccc32)c1	-22%
Cc1ncsc1CN(C)C1CCc2nn(C)c(=O)n2CC1 (stereo not given)	14%
COc1cccc(NC(=O)c2c(C)nn(-c3cccc(C)c3)c2-n2cccc2)c1	-20%

The list goes on.
Molecule	Pf Dd2 growth
COc1ccc(N2C(=O)CSC23CCN(C(=O)C2CCCC2)CC3)cc1	-21%
O=C1NCCCCCCN(Cc2ccncc2)[C@@H]2CN(C3CCOCC3)CC[C@@H]12	8%
COc1cc(C2c3c(-c4ccccc4O)n[nH]c3C(=O)N2Cc2ccncc2)cc(OC)c1OC (stereo not given)	-10%
c1ccc(Oc2cc3c(cn2)NCCN(CC2CCOCC2)C3)cc1	-13%[44.1 µM]
O=C(C1CCCC1)N1CC2(CCN(CC3CCCCC3)C2)Cc2ccccc21 (stereo not given)	11µM*

The list is partial, so the mix of outcomes need not match the whole.
